Screening data (PubChem)
Lamin A splicing = LMNA splicing modulation. AID 1487. 0.01% of 200,000 active. HeLa LMNA splicing GFP/RFP minigene ratio, 48 h. Potency, µM (highest dose often 46.1 µM), for the others: top-dose ratio change, negative = inhibition, hits mostly inhibitors; active means well fitted inhibition curve with a large enough effect in the signal ratio, with a control signal flat, not every such curve was filed as active; inconclusive means small, poorly fitted or top-dose-only effect, or effect the other way, or a change in a side signal; the % refers to the signal ratio
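Read-out is the ratio of GFP to DsRed2 object intensity, acquired by 488 nm laser-scanning cytometry on HeLa lamin A-EGFP minigene reporter cells. Compound incubation 48 hrs at 37 °C in Opti-MEM with 2% FBS; DMSO 0.5% final.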
An asterisk follows results filed as active; ? = inconclusive; [ ] = another dose, or the depositor's remark. On the % scale 0 is the no-effect control and ±100 the full control effect; potency means the concentration at half of the fitted maximal effect. Only part of the results is shown; count on the stated rates, not on these rows.

Start of the data: the first 3 compounds, to show the layout:
SMILES	Lamin A splicing
Cc1ccc(C)c(NC(=O)CSC2=Nc3ccccc3N=C(c3ccc(F)cc3)C2)c1	-7%[46 µM]
Cc1ccc(Cn2c(CNS(=O)(=O)c3ccc(Cl)s3)nc3cccnc32)cc1	0%[46 µM]
COc1ccc(C)cc1NC(=O)N1CC(C)Sc2ccccc21 (stereo unspecified)	?

All compounds of this part, from the first entry:
SMILES	Lamin A splicing
Cc1ccc(C)c(NC(=O)CSC2=Nc3ccccc3N=C(c3ccc(F)cc3)C2)c1	-7%[46 µM]
Cc1ccc(Cn2c(CNS(=O)(=O)c3ccc(Cl)s3)nc3cccnc32)cc1	0%[46 µM]
COc1ccc(C)cc1NC(=O)N1CC(C)Sc2ccccc21 (stereo unspecified)	?
CCOc1ccccc1N(C)C(=O)c1c2c(nc3ccccc13)C(=O)N(C1CCCCC1)C2	?
CCC(CC)C(=O)OCc1cc(=O)n2nc(C3CC3)sc2n1	-12%[46 µM]
COc1ccccc1-c1c(C)nn2c(N3CCN(c4ccc(Cl)cc4)CC3)cc(C)nc12	-6%[46 µM]
CCOc1ccc(-c2nc(CSCC(=O)N3CCN(c4ccc(F)cc4)CC3)c(C)o2)cc1	17%[46 µM]
COc1ccc(Cl)cc1S(=O)(=O)N1CCN(CC(=O)Nc2ccccc2C(F)(F)F)CC1	-1%[46 µM]
Cc1ccccc1C(=O)Nc1nnc(SCc2cc(=O)c3c(C)ccc(C)c3[nH]2)s1	-6%[46 µM]
COc1ccc(-c2nc3sc(CCNC(=O)c4ccc(Br)o4)c(C)n3n2)cc1	?
O=C(Cn1c(SCC(=O)Nc2ccc(F)cc2)nc2ccccc21)NCc1ccc(F)cc1	?
CCNC(=O)CCCN1C(=O)CCn2nc(-c3cccn3C)cc21	-2%[46 µM]
CCOC(=O)c1ccc(NC(=O)Nc2cccc(OCc3cc(=O)n4ccc(C)cc4n3)c2)cc1	3%[46 µM]
COc1ccc(-c2cn3nc(N4CCCC(C(=O)NCc5ccccc5OC)C4)sc3n2)cc1 (stereo unspecified)	-4%[46 µM]
COc1ccc(Cl)cc1NC(=O)N(C)CCc1c(C)nn(C)c1C	?
CCOC(=O)C1=C(CN2CCCCC2)NC(=O)NC1c1ccc(OC)cc1 (stereo unspecified)	5%[46 µM]
CCCC(CCC)C(=O)Nc1nnc2n1CCS2	14%[46 µM]
COc1ccccc1C(=O)Nc1cccc(C(=O)OCc2cc(=O)n3c4c(sc3n2)CCCC4)c1	-5%[46 µM]
Clc1cccc(CNCCCSc2nnnn2-c2ccccc2)c1	-6%[46 µM]
COc1cccc(-c2nn3c(=O)cc(CN4CCN(S(=O)(=O)c5ccc(C)cc5)CC4)nc3s2)c1	6%[46 µM]
CCC12CN3CC(CC)(CN(C1)C3c1c[nH]c3ccccc13)C2=O (stereo unspecified)	-12%[46 µM]
Cc1ccc(C)c(N2CCN(CCCNC(=O)Cn3ncc4c([nH]c5ccccc54)c3=O)CC2)c1	2%[46 µM]
CC(=O)Nc1ccc(S(=O)(=O)NCC2CCC(C(=O)NCc3ccccc3Cl)CC2)cc1 (stereo unspecified)	28%[46 µM]
O=C(Nc1ccc(F)cc1F)c1cc2ccc3cccnc3c2[nH]1	-9%[46 µM]
COC(=O)c1ccc2c(c1)N(Cc1ccccc1)C(=O)c1ccccc1S2(=O)=O	-6%[46 µM]
CCC1CN(C(=O)N2CCC(C(=O)NCc3cc(OC)c(OC)c(OC)c3)CC2)c2ccccc2O1 (stereo unspecified)	14%[46 µM]
CC(C)(C)C(=O)Nc1ccc(-c2nc3ccccc3s2)cc1	25%[46 µM]
COc1ccc(CCNS(=O)(=O)c2ccc(F)c(C(=O)Nc3ccc(Cl)cc3)c2)cc1OC	-25%[46 µM]
Cc1ccc(C2=NN(CC(=O)NCCc3ccccc3)C(=O)CC2)cc1	0%[46 µM]
Cc1ccccc1-c1nc(SCC(=O)NCc2ccc(F)cc2)c2c(=O)n(C)c(=O)n(C)c2n1	?
CCCCn1c(NCc2cc(Cl)ccc2O)nc2ccccc21	-24%[46 µM]
CCn1ccc2cc(S(=O)(=O)N3CCC(C(=O)NCc4ccc(OC)cc4)CC3)ccc21	-13%[46 µM]
O=C(Nc1ccc(C(=O)N2CCN(c3ccccc3)CC2)cc1)c1nsc2ccccc12	-20%[46 µM]
COc1ccccc1NCc1cccn1-c1nnc(N2CCOCC2)s1	?
O=C(CNC(=O)c1ccccc1)OCc1cc(=O)n2ccsc2n1	?
COc1ccc(OC)c(NC(=O)CN2C(=O)c3ccccc3Sc3ccc(C(=O)N4CCCC4)cc32)c1	-7%[46 µM]
COCCNC(=O)c1nn(-c2ccc(C)cc2)c(=O)n(C)c1=O	-2%[46 µM]
COc1cccc(CNC(=O)c2ccc3c(c2)nc2n3CCOC2)c1OC	5%[46 µM]
COc1cccc(NC(=O)C(C)n2c(=O)cc(C(F)(F)F)c3c(C)nn(C)c32)c1 (stereo unspecified)	25%[46 µM]
CCCn1cc(S(=O)(=O)c2cc(C)ccc2C)c(=O)c2cc(F)c(N3CCCCCC3)cc21	-8%[46 µM]
CN1C(=O)c2ccccc2Sc2ccc(NC(=O)COc3ccccc3)cc21	?
COc1cccc(Cn2c(=O)n(CC3CCC(C(=O)N4CCCCC4)CC3)c(=O)c3sccc32)c1 (stereo unspecified)	-14%[46 µM]
CCCC(=O)Nc1cc(C(=O)NCc2ccc(OC)cc2)ccc1S(=O)(=O)c1ccc(Cl)cc1	5%[46 µM]
Cc1nc(-c2ccccc2)sc1CCNS(=O)(=O)c1ccc(Br)cc1	?
Cc1ccc(S(=O)(=O)C(CNC(=O)c2ccccc2F)c2cccs2)cc1 (stereo unspecified)	?
Cc1ccc(C(=O)N2CCN(CCc3ccncc3)CC2)cc1	6%[46 µM]
Cc1ccc(-n2ncc(C(=O)N3CCN(c4ccccn4)CC3)c2C2CCN(C(=O)OC(C)(C)C)CC2)cc1C	7%[46 µM]
Cc1ccccc1OCc1ccc(-c2nc(C#N)c(N3CCCCC3)o2)o1	5%[46 µM]
COc1ccc(-c2c(C)c3ccc(O)c(CN4CCCC4)c3oc2=O)cc1	-3%[46 µM]
CN(C(=O)CSc1nc2ccc(NC(=O)COc3ccc(F)cc3)cc2s1)c1ccccc1	?
Cc1cncn1CCc1nc2c3ccccc3nc(SCC(=O)Nc3ccccc3F)n2n1	?
O=C(Nc1ccc(Br)cc1)Nc1nc2c(s1)CCCCCC2	-1%[46 µM]
CCC(=O)N1CCc2cc(CNC(=O)c3ccc(F)cc3)ccc21	21%[46 µM]
O=C(NCC(c1ccco1)S(=O)(=O)c1cccs1)c1ccc(C(F)(F)F)cc1 (stereo unspecified)	?
Cc1ccc2nc(CN3CCN(S(=O)(=O)c4ccc(C)c(C)c4)CC3)oc2c1	11%[46 µM]
COc1ccc(NC(=O)C2Cc3ccccc3N2C(=O)c2ccccc2)c(OC)c1 (stereo unspecified)	?
Cn1c(=O)c2c(SCC(=O)N3CCc4ccccc43)nc(-c3ccc(Cl)cc3)nc2n(C)c1=O	?
CCCc1cc(=O)[nH]c2nnc(SC(C)CC)n12 (stereo unspecified)	3%[46 µM]
CC(=O)N1CCCc2ccc(NC(=O)c3ccc(C(F)(F)F)cc3)cc21	-8%[46 µM]
CCOc1ccccc1CNC(=O)CN1C(=O)CCCc2ccccc21	?
(further entries)
SMILES	Lamin A splicing
CCCc1nc2ccccc2n2c(-c3ccccc3)c3c(=O)n(C)c(=O)n(C)c3c12	?
CCN(C(=O)CSc1nc2ccccc2c2nc(CCn3c(C)nc4ccccc43)nn12)c1cccc(C)c1	-2%[46 µM]
Cc1nc2ccccn2c(=O)c1NC(=O)c1cccc(F)c1	-3%[46 µM]
Cc1cccc(C)c1-n1ncc(C(=O)NCCN2CCN(C)CC2)c1C1CCN(C(=O)OC(C)(C)C)CC1	-11%[46 µM]
Cc1cccc(CNC(=O)c2ccc3nc(Cc4ccccc4)oc3c2)c1	-6%[46 µM]
COc1cc(NC(=O)c2cc3c(=O)n(Cc4ccco4)ccc3nc2C)cc(OC)c1OC	-6%[46 µM]
O=C(NCc1ccccc1Cl)c1ccc2c(c1)N(Cc1ccccc1)C(=O)c1ccccc1S2	-15%[46 µM]
COCCNC(=O)CSc1nc2ccccc2nc1Cc1ccc(C)cc1	2%[46 µM]
Cc1cccc(N2CCN(CCCNC(=O)c3sc4ncccc4c3-n3cccc3)CC2C)c1 (stereo unspecified)	-5%[46 µM]
CCC(=O)N1c2ccccc2CC1C(=O)NCCc1ccc(SC)cc1 (stereo unspecified)	-20%[46 µM]
CC(C)Oc1ccc(CNC(=O)C2COc3ccccc3C2)cc1 (stereo unspecified)	1%[46 µM]
CC(=O)N1CCCc2cc(S(=O)(=O)N3CCCC(C(=O)Nc4cccc(Cl)c4C)C3)ccc21 (stereo unspecified)	-8%[46 µM]

Of the compounds above, these have a furan ring, fused or not:
SMILES	Lamin A splicing
COc1ccc(-c2nc3sc(CCNC(=O)c4ccc(Br)o4)c(C)n3n2)cc1	?
Cc1ccccc1OCc1ccc(-c2nc(C#N)c(N3CCCCC3)o2)o1	5%[46 µM]
O=C(NCC(c1ccco1)S(=O)(=O)c1cccs1)c1ccc(C(F)(F)F)cc1 (stereo unspecified)	?
COc1cc(NC(=O)c2cc3c(=O)n(Cc4ccco4)ccc3nc2C)cc(OC)c1OC	-6%[46 µM]

Further results:
SMILES	Lamin A splicing
O=c1cc(CSc2ccccc2)[nH]c2ccc(F)cc12	-11%[46 µM]
Cc1cccc(Nc2cc(C)nc(-n3nc(C)cc3C)n2)c1	-6%[46 µM]
Cc1ccc2sc(N3CCN(C(=O)CCS(=O)(=O)c4ccc(F)cc4)CC3)nc2c1C	9%[46 µM]
COc1ccc(C2Nc3ccccc3-c3cc(C)nn32)c(OC)c1 (stereo unspecified)	11%[46 µM]
COc1cccc(NC(=O)c2cnc(SCC(=O)N3CCCc4ccccc43)n(C)c2=O)c1	-12%[46 µM]
CC1=C(c2ccc(C)cc2)S(=O)(=O)N(Cc2ccc(C(=O)NCc3cccc(C)c3)cc2)C1=O	-2%[46 µM]
CC(C)(C)c1ccc(C(=O)N2CCN(Cc3cc(=O)n4nc(-c5ccccc5F)sc4n3)CC2)cc1	-5%[46 µM]
O=C(CCC1N=C2c3ccccc3N=C(SCc3ccc(F)cc3)N2C1=O)NCc1cccs1 (stereo unspecified)	16%[46 µM]
COc1ccc(C)c2sc(NC(=O)c3ccc(S(=O)(=O)N(C)C)cc3)nc12	?
COc1cccc(C2=CC(c3ccccc3F)n3ncc(C(=O)Nc4ccc(C)cc4)c3N2)c1 (stereo unspecified)	10%[46 µM]
COc1cccc(-n2ccn(CC(=O)Nc3ccccc3F)c(=O)c2=O)c1	9%[46 µM]
COc1cccc(-c2cn3c(n2)sc2cc(C(=O)NCc4ccccc4F)ccc23)c1	13%[46 µM]
Cc1cc(Nc2ccc(Cl)cc2C)nc(-n2nc(C)cc2C)n1	-4%[46 µM]
CC(C)Cc1ccc(S(=O)(=O)NCc2nc3cccnc3n2Cc2ccccc2)cc1	-9%[46 µM]
Cc1ccc(Cn2c(CO)cnc2SCc2ccc(F)cc2)cc1	0%[46 µM]
COc1cc2ccccc2cc1C(=O)N1CCN(c2nc3c(F)cccc3s2)CC1	6%[46 µM]
Cc1ccc(S(=O)(=O)CC(=O)Nc2sc3c(c2C#N)CCCC3)cc1	?
CCCCNC(=O)CSc1nc2cc3c(cc2c(=O)n1Cc1ccc(C(=O)NCCc2ccc(OC)c(OC)c2)cc1)OCO3	?
Cc1cccc(CNC(=O)c2sc3ncnc(N(C)C4CCCCC4)c3c2C)c1	0%[46 µM]
COc1cccc(CNC(=O)c2c3c(nc4ccccc24)C(=O)N(C2CCCCC2)C3)c1	-19%[46 µM]
O=C(c1cc2ccc3cccnc3c2[nH]1)N1CCN(c2cccc(C(F)(F)F)c2)CC1	-11%[46 µM]
O=C(NCCc1ccc(Cl)cc1)C(=O)NCC(c1cccs1)S(=O)(=O)c1ccccc1 (stereo unspecified)	15%[46 µM]
CCOC(=O)c1ccc(NC(=O)Cn2nc(C)c3nn(-c4ccc(Cl)cc4)c(C)c3c2=O)cc1	-17%[46 µM]
Cc1cn(C)c(CC(=O)N2CCN(c3ccc(F)cc3)CC2)c1C(=O)O	3%[46 µM]
Cc1cnc(=O)[nH]c1SCC(=O)Nc1nc2ccccc2s1	?
Cc1ccc(N(C)S(=O)(=O)c2nnc(NC(=O)CC(C)C)s2)cc1	-2%[46 µM]
Cc1ccc(-n2nc(C(=O)N3CCCCC3C)c(=O)n(C)c2=O)cc1 (stereo unspecified)	11%[46 µM]
CCOc1ccccc1NC(=O)CSc1c(C)cnc2c1c(=O)n(C)c(=O)n2C	-25%[46 µM]
Cc1nc2cccnc2n1C1CCN(C(=O)Nc2ccc(Cl)cc2)CC1	4%[46 µM]
Cc1ccc(NC(=O)CSc2nc(=O)n(Cc3cccnc3)c3c2CCC3)cc1F	?
Cc1cc(S(=O)(=O)Nc2cc3c(cc2C)n(C)c(=O)c(=O)n3C)ccc1F	13%[46 µM]
CC(=O)Nc1nonc1-c1nnc(SCC(=O)Nc2cc(C)ccc2C)n1-c1ccccc1	-11%[46 µM]

Some of the entries so far, bar-delimited.
SMILES | Lamin A splicing
Cc1ccc(N(C)S(=O)(=O)c2nnc(NC(=O)CC(C)C)s2)cc1 | -2%[46 µM]
Cc1ccc(-n2nc(C(=O)N3CCCCC3C)c(=O)n(C)c2=O)cc1 (stereo unspecified) | 11%[46 µM]
CCOc1ccccc1NC(=O)CSc1c(C)cnc2c1c(=O)n(C)c(=O)n2C | -25%[46 µM]
Cc1nc2cccnc2n1C1CCN(C(=O)Nc2ccc(Cl)cc2)CC1 | 4%[46 µM]
Cc1ccc(NC(=O)CSc2nc(=O)n(Cc3cccnc3)c3c2CCC3)cc1F | ?
Cc1cc(S(=O)(=O)Nc2cc3c(cc2C)n(C)c(=O)c(=O)n3C)ccc1F | 13%[46 µM]
